Screening results (PubChem)
EPAC2 antag: blocks human EPAC2 exchange factor | Potency, µM (highest dose often 114 µM), inactives show at the highest dose activity, negative = inhibition, actives largely listed as inhibitors | EPAC2 GEF exchange of Rap1B-BODIPY-GDP, fluorescence | 0.18% of 360,000 active | Q8WZA2; also: potency is read from the fitted curve at half-maximal effect; % is scaled to controls: 0 for no effect and ±100 for the full control effect; nearly all actives have a fitted effect of over 45% in size; many of its hits are not listed in these tables
Target sequence (Q8WZA2 whole entry, looked up): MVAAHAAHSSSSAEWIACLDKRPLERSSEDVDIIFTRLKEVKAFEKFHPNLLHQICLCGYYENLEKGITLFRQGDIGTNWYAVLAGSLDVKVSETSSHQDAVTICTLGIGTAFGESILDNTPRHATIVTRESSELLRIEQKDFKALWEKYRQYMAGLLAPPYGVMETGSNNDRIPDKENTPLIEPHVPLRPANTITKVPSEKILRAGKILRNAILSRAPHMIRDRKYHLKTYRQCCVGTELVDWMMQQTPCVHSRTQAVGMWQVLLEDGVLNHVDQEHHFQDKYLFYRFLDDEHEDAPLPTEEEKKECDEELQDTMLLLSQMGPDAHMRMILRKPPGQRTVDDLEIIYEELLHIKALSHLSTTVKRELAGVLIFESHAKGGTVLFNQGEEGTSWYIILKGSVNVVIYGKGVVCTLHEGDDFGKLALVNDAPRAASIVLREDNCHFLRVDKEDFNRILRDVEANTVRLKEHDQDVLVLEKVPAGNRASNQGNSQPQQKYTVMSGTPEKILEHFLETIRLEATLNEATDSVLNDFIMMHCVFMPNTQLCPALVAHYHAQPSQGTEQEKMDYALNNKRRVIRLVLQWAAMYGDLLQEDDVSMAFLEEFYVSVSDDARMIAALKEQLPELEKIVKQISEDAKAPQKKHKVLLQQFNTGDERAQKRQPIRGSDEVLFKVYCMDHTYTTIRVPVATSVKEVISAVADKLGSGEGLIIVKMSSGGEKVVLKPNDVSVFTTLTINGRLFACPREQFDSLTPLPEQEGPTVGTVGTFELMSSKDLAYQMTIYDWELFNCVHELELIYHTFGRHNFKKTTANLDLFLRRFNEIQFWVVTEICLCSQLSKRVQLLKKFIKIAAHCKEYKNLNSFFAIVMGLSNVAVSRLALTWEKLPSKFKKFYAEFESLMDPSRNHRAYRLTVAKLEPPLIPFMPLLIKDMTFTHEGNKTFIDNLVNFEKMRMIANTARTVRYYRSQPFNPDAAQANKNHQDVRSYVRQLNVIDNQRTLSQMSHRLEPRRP
pAkt inh: blocks phosphorylation of Akt. Neuro2A IGF-stimulated pAkt S473 HTRF, 20 min; stronger effect = lower value. activity change, % for hits at 50 µM. 0.32% of 360,000 active. AID 651550; in the data active = activity change below about -80%; inconclusive = mostly about -51% to -80%; also: % is scaled to controls: 0 for no effect and ±100 for the full control effect
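Neuro2A cells (4,500/well, DMEM with 0.5% FBS) were treated with compound at a single 50 µM final concentration, stimulated with 6 nM IGF for 20 min at 37 °C, and lysed. Phospho-Akt Ser473 was read by HTRF as 665/615 ratio ×10^4.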
PTHR1 ag: PTHR1 (human) receptor agonism; Potency, µM (series often up to 115 µM), without a hit: at the top dose activation, hits mostly activators; HEK293 GP2 PTHR1 cells, GloSensor cAMP luminescence, 1 h; 0.075% of 410,000 active; Q03431; also: potency is read from the fitted curve at half-maximal effect; nearly all actives have a fitted effect of over 55% in size; some results filed as inactive show a strong effect at the top dose; inactives centre near -15; many of its hits are not listed in these tables
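HEK-293-derived GP2 cells expressing PTHR1 and a GloSensor cAMP reporter, 3,000/well, plated overnight, given luciferin plus IBMX (each 0.5 mM as added) for 1 h at 37 °C, then compound for 1 h at 37 °C. Luminescence was read after 15 min at room temperature.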
CCT chaperon mod: modulators of cytosolic chaperonin (CCT/TRiC) activity; purified chaperonin ATPase assay, HTRF ADP detection, 30 min; activity change, % (test concentration not listed), hits read low; 0.3% of 360,000 active; in the data active = activity change below about -30%; also: % is scaled to controls: 0 for no effect and ±100 for the full control effect
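TRiC (40 or 20 nM final, by batch activity) in 30 mM Tris pH 7.4, 100 mM KCl, 5 mM MgCl2, 1 mM DTT was treated with compound at 76 uM single dose, then 10 uM ATP, 30 min at 37 °C. ADP was read by HTRF Transcreener.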
D3 ag: activates the human D3 dopamine receptor | P35462 | D3R DiscoveRx beta-arrestin cells, luminescence, 90 min | max activation, % | 0.58% of 410,000 active | AID 652048; in the data active = max activation above about 30%; also: 0% is about no effect; mostly tested at two doses, the higher about 12 µM
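Agonist mode: compounds and dopamine controls were applied to plated cells for 90 min at 37 degrees C after an overnight attachment at 1500 cells/well. Luminescent read-out followed 30 - 60 minutes at room temperature with DiscoveRx detection reagent.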
EPAC2 agonist: agonists of human EPAC2 (RAPGEF4) | AID 720711 | Q8WZA2 | Potency, µM (top dose mostly 154 µM), for inactives: at the highest dose activation, hits mostly activators | 0.079% of 360,000 active | EPAC2 activation, biochemical qHTS; response scale: 100% = 6.5 mM cAMP response; also: potency is read from the fitted curve at half-maximal effect; nearly all actives have a fitted effect of over 50% in size
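qHTS, titration series. 100 nM EPAC2 / 250 nM Rap1B-BODIPY-GDP / 50 uM GDP; RT; ex 480/em 540 nm, 5-min reads to 30 min. Norm. to 6.5 mM cAMP = activation.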
MmCpn inh: M. maripaludis TRiC chaperonin inhibition | Potency, µM (top dose mostly 76.9 µM), without a hit: top-dose activity, negative = inhibition, actives largely listed as inhibitors | 0.031% of 330,000 active | AID 504842 | purified Mm-Cpn ATPase, ADP Transcreener TR-FRET; also: potency is read from the fitted curve at half-maximal effect; % is scaled to controls: 0 for no effect and ±100 for the full control effect; nearly all actives have a fitted effect of over 80% in size
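Measured: ADP formation by purified Mm-CPN. Conditions: 25 nM protein, 10 uM ATP, Tris pH 7.4 with Mg2+, K+ and DTT, 37°C for 30 min. Detection: Transcreener HTRF after 30 min at room temperature.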
DRD3 antagonist: antagonists of human D3 dopamine receptor; 2.5% of 360,000 active; D3R cells, DiscoveRx beta-arrestin luminescence, antagonist mode; stronger effect = lower value; max response, negative = inhibition, %; in the data active = max response below about -50%; inconclusive = no clear call, values can overlap the other calls; also: % is scaled to controls: 0 for no effect and ±100 for the full control effect; mostly tested at two doses, the higher about 12 µM
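Cells plated overnight at 1500 cells/well, then exposed to library compounds with dopamine controls for 90 minutes at 37 degrees C. DiscoveRx reagent added for 30–60 minutes at room temperature; luminescence read, quantitative HTS format.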
Active calls of the source: *; i = inactive; ? = inconclusive; nt = not tested or not shown; [ ] = remark or other dose. Unless noted, calls follow the shape of the dose curve; as a rule, active = well fitted curve in the direction sought with a large enough effect; inconclusive = small, poorly fitted or top-dose-only effect, or another doubt; inactive = no such curve, though single readings can be large; an effect the other way counts as inactive or inconclusive.

SMILES	EPAC2 antag	pAkt inh	PTHR1 ag	CCT chaperon mod	D3 ag	EPAC2 agonist	MmCpn inh	DRD3 antagonist
COc1cccc(C(=O)Nc2ccc(N3CCN(Cc4ccccc4)CC3)cc2)c1	3%	i	-1%[57.5 µM]	1.0	-1	-13%	-1%	?
FC(F)(F)c1ccc(-c2cccc3c2C2CC3CCN2C(=S)NCCc2ccccc2)cc1 (centres undefined)	0%	i	-21%	-0.1	7	-2%	nt	17
COc1ccc(NC(=O)C2(C)CCN2CCOc2ccccc2)cc1OC (centres undefined)	0%	i	i	-0.8	-2	2%	nt	8
O=S(=O)(N[C@H](CO)Cc1ccccc1)c1ccc(Br)cc1F	-11%	i	-10%	-0.5	5	11%	0%	29
CCn1cc(C(=O)NCC2CCCO2)c(=O)c2cc(S(=O)(=O)N3CCC(C)CC3)ccc21 (centres undefined)	2%	i	i	-1.5	2	-12%	-4%	-3
COc1ccc(CNC(=O)C/C(C)=N/NC(=O)c2ccccc2OC)cc1	5%	i	i	-1.4	-2	12%	-1%	8
CNC(=O)c1ccccc1-c1ccccc1	13%	i	-6%[57.5 µM]	-6.4	4	2%	2%	8
COc1ccccc1NC(=O)N1CCc2[nH]c3ccc(Cl)cc3c2C1	-11%	i	i	-1.3	-4	2%	2%	-12
Cc1cc(C)nc(NC(=O)CN2C(=O)c3ccccc3C2=O)n1	-7%	i	i	-2.3	-11	1%	1%	-6
Cc1cccc(-c2nc(CNC(=O)c3ccco3)cs2)c1	2%	i	i	1.7	0	11%	-7%	-13
NC(=O)CSc1nnc(-c2cc3ccccc3o2)n1Cc1ccccc1	11%	i	-3%	-62*	-11	8%	7%	4
O=C1NC2(CCCCC2)N(C(=O)c2ccccc2)C2=C1CCCC2	-1%	i	-2%	1.2	-12	3%	3%	-22
CN(C)c1ccc(/C=N/NC(=O)c2ccc(Cl)cc2)cc1	0%	i	i	-3.4	-21	-3%	-1%	-22
Cn1c(=NC(=O)CS(=O)(=O)c2ccccc2)sc2cc([N+](=O)[O-])ccc21	-4%	i	i	-4.5	1	7%	2%	-1
CC(=O)Nc1cc(C(C)(C)C)c(O)c(C(C)(C)C)c1	10%	i	-4%[57.5 µM]	-3.6	1	-8%	1%	8
Cc1cccc(NCN2C(=O)C3C4C=CC(C4)C3C2=O)c1 (centres undefined)	-2%	i	-26%[57.5 µM]	-2.9	-3	14%	2%	12
CCN(C(=O)COC(=O)CNC(=O)c1ccccc1C)C1=CCCCC1	3%	i	-3%	-1.4	0	5%	2%	-1
COCCNC(=O)C1CCCN(C(=O)c2cc(-c3cccs3)oc2C)CC1 (centres undefined)	6%	i	i	-1.8	1	-1%	nt	14
Cn1c(=O)[nH]c(=O)c2c1nc(Br)n2C/C=N/NC(=O)c1ccccc1	12%	i	i	1.3	-4	-4%	0%	6
CCCNC(=O)C1(C)CCCN(Cc2ccccc2Cl)C1 (centres undefined)	-1%	i	i	-0.1	5	11%	nt	0
CCOc1c(Cl)cc(CNc2nnnn2C)cc1OC	-3%	i	-21%	0.5	7	4%	0%	43
COCCNc1nc(NCc2ccc(C)cc2C)c2sccc2n1	2%	i	-4%	-0.3	3	8%	nt	2
CCOc1ccccc1N1CCN(c2nc(N)c(C#N)c(CC#N)c2C#N)CC1	-14%	i	i	-1.4	-7	6%	-10%	20
O=C(Nc1ccccc1)c1cc(C2CCCCN2S(=O)(=O)c2ccccc2)on1 (centres undefined)	-4%	i	-4%	-1.4	2	0%	nt	-28
CCOC(=O)c1cnc2cc(-c3ccc(C(C)(C)C)cc3)nn2c1N	6%	nt	-20%[57.5 µM]	-3.2	8	-84%[inhibitor][15.6 µM]	0%	16
COc1ccc(CNC(=O)C(=O)NCC2OCCN2S(=O)(=O)c2ccc3c(c2)OCCO3)cc1 (centres undefined)	1%	i	-11%	-0.4	-5	7%	-2%	-28
CC(NC(=O)/C(=C/c1ccc(OC(F)F)cc1)c1ccccc1)c1ccccc1 (centres undefined)	-14%	i	-47%[inhibitor]	-1.3	2	5%	3%	4
COc1ccc(/C=N/NC(=O)Cn2cc(C(F)(F)F)ccc2=O)cc1	7%	i	i	1.8	7	1%	-2%	?
CCOc1ccccc1Nc1ncnc2c1cnn2-c1ccccc1	-6%	i	?	-2.2	3	22%	1%	-21
CC(=O)NCC(=O)NC(Cc1ccccc1)C(N)=O (centres undefined)	3%	i	-7%[57.5 µM]	-1.8	-6	14%	-1%	19
O=c1[nH]c2ccccc2n2cnnc12	1%	i	i	2.0	-1	8%	0%	5
CCc1ccc2c(c1)C(O)(CC(=O)c1cccs1)C(=O)N2 (centres undefined)	2%	i	-9%	-2.6	-3	-1%	1%	-23
CCN(CC)C(=O)c1[nH]cnc1C(=O)NC1CCN(C(=O)OC(C)(C)C)CC1	2%	i	0%	-4.7	-4	9%	2%	8
O=C(/C=C/[C@H]1O[C@@H](n2ccc(=O)[nH]c2=O)[C@H](O)[C@@H]1O)N[C@@H](Cc1ccccc1)C(=O)O	?	i	9%	-0.2	-1	-13%	nt	5
O=C(CNc1ccccc1)N/N=C/c1c[nH]c2ccccc12	-7%	i	-41%[inhibitor]	-1.4	-4	5%	2%	0
Cc1ccccc1N(CC(=O)NCCc1ccccc1)C(=O)CCC(=O)Nc1ccccn1	-1%	i	-25%	0.3	-2	12%	2%	-15
CN1C(=O)c2ccccc2C(C(=O)NCC2CCCO2)C1c1c[nH]c2ccccc12 (centres undefined)	15%	i	-12%	-2.0	1	6%	nt	6
COc1ccccc1-c1noc2ncnc(Nc3ccc4c(c3)OCO4)c12	-16%	i	-5%	-8.1	1	-4%	1%	-24
CCC1=NN(C(=O)c2cccc(Br)c2)C(O)(c2ccc(Br)cc2)C1 (centres undefined)	-22%	i	-35%[inhibitor]	-3.8	-4	8%	1%	-23
CCN(CC)CCCN1C=C2C(=O)C(C)(OC(=O)CCC(=O)OC)C(=O)C=C2C=C1C1CC1 (centres undefined)	-5%	i	-16%	-2.8	-15	7%	nt	0
CCCCN(C)C(=O)c1nc2ccccn2c1CN1CCC[C@H]1CO	-4%	i	i	-3.2	3	0%	1%	17
O=C(NC1CCCc2ccccc21)c1cccc(S(=O)(=O)N2CCN(c3ccccc3)CC2)c1 (centres undefined)	4%	i	-18%	1.7	0	-2%	0%	11
Cc1ccccc1C(=O)NC1CCN(CC(=O)NCc2ccccc2)CC1	1%	i	-21%	-2.2	-15	8%	0%	-23
O=C(Cc1ccc(Br)cc1)N1CCN(c2ccc(F)cc2)CC1	-4%	i	-6%[57.5 µM]	-1.1	3	-13%	0%	15
O=C(O)c1ccc(N2C(=O)CC(N3CCN(c4cccc(C(F)(F)F)c4)CC3)C2=O)cc1 (centres undefined)	2%	i	-13%	2.1	-12	2%	0%	18
CCCCN(CC)C(=O)c1ccc2c(c1)OCO2	10%	i	i	0.7	5	5%	1%	0
CSc1nc2ccc(S(=O)(=O)N3CCCCC3)cc2s1	8%	i	i	-1.0	-7	5%	-2%	-5
COc1ccc(S(=O)(=O)NCC2CCCN(Cc3cn(C)nc3C)C2)cc1 (centres undefined)	0%	i	i	0.2	1	0%	2%	0
CC(C)C(NC(=O)CCNC(=O)c1ccc(C(C)(C)C)cc1)c1nc2ccccc2[nH]1 (centres undefined)	24%	i	-33%[inhibitor]	1.7	-13	-5%	0%	-17
O=C(COc1ccc(Cl)cc1)NNC(=O)c1cccnc1	4%	i	-13%	-0.2	5	5%	-1%	2
Cc1c(NC(=O)C23CC4CC(CC(C)(C4)C2)C3)c(=O)n(-c2ccccc2)n1C	6%	i	i	2.4	4	-1%	1%	1
CCOc1ccc(N2CC(C(=O)OCC(=O)c3ccc(OC)cc3)CC2=O)cc1 (centres undefined)	-9%	i	-22%	-1.8	2	12%	-1%	-16
COc1cccc2c(O)c(-c3ccccc3)c(=O)[nH]c12	-1%	i	-2%	0.1	-1	8%	nt	-1
COc1ccccc1-c1nnc(SCC(=O)N2CC(C)CC(C)C2)o1 (centres undefined)	0%	i	i	1.7	5	9%	-2%	-12
O=S(=O)(CCN1C=CC(C(F)(F)F)=NCC1)c1ccc(Cl)cc1Cl	-4%	i	-21%	-1.8	3	8%	0%	-4
O=C(CCc1nnc(C2CCCCC2)o1)NCCCOc1cccnc1	3%	i	-17%	1.3	-19	14%	1%	-18
CCN(CC)CCCN1C(=O)C(O)=C(C(=O)c2ccc(C)o2)C1c1ccc(C)o1 (centres undefined)	16%	i	i	1.6	-3	3%	0%	-2
O=C(O)CCSc1ncnc2sc(-c3ccccc3)cc12	-10%	i	-2%	-0.9	15	17%	-5%	1
C=CCNC(=S)NC(=O)c1oc2ccccc2c1C	-4%	i	-56%[inhibitor]	-2.8	3	3%	-1%	8
CCCc1c(C(=O)NNc2cccc(Cl)c2)cnn1-c1ccccc1	-20%	i	-20%	-0.7	0	15%	0%	?
CC(=NNC(=O)CSc1nc2ccccc2o1)c1ccco1	4%	i	-21%	3.0	3	11%	0%	3
CN(C)c1ccc(-c2ccnc3c2CC(C)(C(=O)Nc2cccc(C(F)(F)F)c2)O3)cc1 (centres undefined)	-3%	i	21%	-1.6	0	13%	nt	11

Gathered by group: those above with a thiophene ring, fused or not.
SMILES	EPAC2 antag	pAkt inh	PTHR1 ag	CCT chaperon mod	D3 ag	EPAC2 agonist	MmCpn inh	DRD3 antagonist
COCCNC(=O)C1CCCN(C(=O)c2cc(-c3cccs3)oc2C)CC1 (centres undefined)	6%	i	i	-1.8	1	-1%	nt	14
COCCNc1nc(NCc2ccc(C)cc2C)c2sccc2n1	2%	i	-4%	-0.3	3	8%	nt	2
CCc1ccc2c(c1)C(O)(CC(=O)c1cccs1)C(=O)N2 (centres undefined)	2%	i	-9%	-2.6	-3	-1%	1%	-23
O=C(O)CCSc1ncnc2sc(-c3ccccc3)cc12	-10%	i	-2%	-0.9	15	17%	-5%	1

The list is partial; count on the stated rates, not on these rows.
